# Screens as filed in PubChem.
# GRP78 ERSR act = induces the endoplasmic reticulum stress response in human glioma cells | U87-MG GRP78 promoter luciferase reporter, 16 h | Potency, µM, for inactives: at the top dose activation, most hits filed as activators | hit rate 0.02% among 420,000 | AID 602332; also: potency is read from the fitted curve at half-maximal effect; series mostly up to about 76 µM; % of control where 0% means no effect; nearly all actives have a fitted effect of over 35% in size
#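 Stably transfected U87-MG human glioma cells carrying a GRP78-based luminescent sensor were seeded at 1000 cells/well, pin-dosed with compounds and incubated 16 h. Luciferase reagent was then added, and end-point luminescence was read after 10 min at room temperature.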
# mIDH1 inhibitor = inhibitors of human mutant IDH1 R132H; hit rate 0.093% among 390,000; AID 602179; Potency, µM (titrated, usually from 76.6 µM), without a hit: top-dose activity change, negative = inhibition, actives largely listed as inhibitors; IDH1-R132H enzyme, NADPH consumption, diaphorase/resazurin fluorescence; also: potency is read from the fitted curve at half-maximal effect; % is scaled to controls: 0 for no effect and ±100 for the full control effect; nearly all actives have a fitted effect of over 65% in size
# Target sequence (O75874 whole entry R132H, stated change not applied): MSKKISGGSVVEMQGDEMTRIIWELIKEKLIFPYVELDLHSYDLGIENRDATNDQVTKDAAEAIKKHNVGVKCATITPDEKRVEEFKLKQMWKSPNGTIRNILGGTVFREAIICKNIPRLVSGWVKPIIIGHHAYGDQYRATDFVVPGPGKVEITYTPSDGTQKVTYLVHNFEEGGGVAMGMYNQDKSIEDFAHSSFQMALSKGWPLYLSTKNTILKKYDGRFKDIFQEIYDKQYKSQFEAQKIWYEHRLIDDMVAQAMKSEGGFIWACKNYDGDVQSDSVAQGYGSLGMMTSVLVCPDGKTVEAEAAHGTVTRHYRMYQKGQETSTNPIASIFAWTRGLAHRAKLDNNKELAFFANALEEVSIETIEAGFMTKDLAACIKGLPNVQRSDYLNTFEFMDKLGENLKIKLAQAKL
#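 IDH1-R132H (0.5 ug/mL dispensed) in pH 7.5 Tris buffer was preincubated 30 min with compound, then given a substrate mix of 0.016 mM NADPH and 2 mM alpha-KG for 80 min at room temperature; remaining NADPH was read by diaphorase/resazurin fluorescence.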
# USP1 inh = blocks the human USP1/UAF1 deubiquitinase complex; recombinant USP1/UAF1, Ub-Rhodamine cleavage fluorescence; hit rate 0.23% among 390,000; AID 743255; Potency, µM (highest dose often 57.1 µM), for the others: top-dose activity change, negative = inhibition, hits mostly inhibitors; also: potency is read from the fitted curve at half-maximal effect; % is scaled to controls: 0 for no effect and ±100 for the full control effect; nearly all actives have a fitted effect of over 60% in size; inactives centre near -12
#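 Step one: compound is pinned into 1nM USP1/UAF1 in HEPES pH 7.8 buffer with TCEP. Step two: 15 min room-temperature incubation. Step three: Ub-Rho (150nM final) starts cleavage, tracked by fluorescence over six one-minute reads.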
# LDHA block = LDHA (human) enzyme inhibition; hit rate 0.15% among 480,000; P00338; purified LDHA, NADH/diaphorase-resazurin fluorescence; stronger effect = lower value; activity change, % (values are at about 110 or 230 µM); in the data active = activity change below about -30%; inconclusive = mostly about -25% to -30%;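 also: plate controls were DMSO wells for no effect and wells without enzyme for full effect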
#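 Human LDH5 (2 nM) was incubated with 0.06 mM NADH and 0.2 mM pyruvate for 5 min at room temperature in Tris pH 7.4. Remaining NADH was coupled through diaphorase/resazurin, and resorufin fluorescence was read at 0 and 20 min.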
# TrxR1 substrate = substrates of rat thioredoxin reductase 1. O89049. purified TrxR1 substrate turnover, NADPH consumption readout. hit rate 0.01% among 390,000. Potency, µM (top dose mostly 114 µM), without a hit: at the top dose activity change, negative = substrate turnover; also: potency is read from the fitted curve at half-maximal effect; % is scaled to controls: 0 for no effect and ±100 for the full control effect; nearly all actives have a fitted effect of over 50% in size
# Target sequence (O89049 whole entry, looked up): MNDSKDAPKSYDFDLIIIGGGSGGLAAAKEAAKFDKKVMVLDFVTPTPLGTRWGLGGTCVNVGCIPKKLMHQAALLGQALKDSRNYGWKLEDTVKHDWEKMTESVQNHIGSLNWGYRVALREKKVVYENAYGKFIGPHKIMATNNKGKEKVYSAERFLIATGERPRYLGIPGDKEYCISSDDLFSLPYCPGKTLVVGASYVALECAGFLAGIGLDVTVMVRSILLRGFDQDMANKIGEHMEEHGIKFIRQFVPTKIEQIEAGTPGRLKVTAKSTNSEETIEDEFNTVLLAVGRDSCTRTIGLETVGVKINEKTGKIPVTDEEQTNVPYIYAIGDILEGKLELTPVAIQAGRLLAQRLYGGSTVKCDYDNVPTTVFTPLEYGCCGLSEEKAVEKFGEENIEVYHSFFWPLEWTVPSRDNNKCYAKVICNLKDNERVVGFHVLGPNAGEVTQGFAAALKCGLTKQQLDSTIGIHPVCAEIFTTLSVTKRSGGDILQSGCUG
#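 Rat TrxR1, dispensed at 90 nM, was prereduced with 400 uM NADPH (final) for 5 min at ~22 deg C, then incubated with compound 15 min before 400 uM selenite. A first-read NADPH fluorescence drop versus no-compound background flagged substrates.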
# rTrxR1 inhibitor = blocks rat thioredoxin reductase 1. recombinant rTrxR1, NADPH fluorescence consumption, selenite substrate. Potency, µM (top dose mostly 114 µM), without a hit: at the top dose activity change, negative = inhibition, actives largely listed as inhibitors. AID 588453. hit rate 1% among 390,000. O89049; also: potency is read from the fitted curve at half-maximal effect; % is scaled to controls: 0 for no effect and ±100 for the full control effect; nearly all actives have a fitted effect of over 65% in size
#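 Rat TrxR1 (90 nM in the dispensed reagent) was pre-reduced with 400 uM NADPH for 5 min at room temperature, then incubated with compound for 15 min. After 400 uM selenite was added, NADPH fluorescence (Ex 340/Em 450 nm) was followed for 8 min.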
# Vif-A3G inh = blocks the Vif interaction with human APOBEC3G. Q9HC16. HeLa A3G-eYFP + Vif (tagged APOBEC3G with the HIV-1 protein that degrades it), YFP fluorescence, overnight. Potency, µM (highest dose often 46.1 µM), without a hit: at the highest dose activity, negative = active, actives largely listed as inhibitors. hit rate 0.076% among 410,000;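 also: potency is read from the fitted curve at half-maximal effect; % is scaled to controls: 0 for no effect and ±100 for the full control effect; nearly all actives have a fitted effect of over 60% in size; hits raise eYFP signal because A3G escapes Vif-driven loss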
#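 HeLa cells stably expressing Vif and C-terminally eYFP-tagged A3G, seeded overnight at 37 deg C, then exposed to compound by pintool overnight at 37 deg C. Rise in yellow fluorescence (Ex 488/Em 500-530, Acumen) marks blocked Vif-driven A3G degradation.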
# Vif-APOBEC3F blk = Vif-A3F binding inhibition | HeLa A3F-eYFP + Vif (tagged APOBEC3F with the HIV-1 protein that degrades it), YFP fluorescence increase | Potency, µM (series often up to 46.1 µM), inactives show at the top dose activity, negative = active | hit rate 0.2% among 390,000 | AID 602313; also: potency is read from the fitted curve at half-maximal effect; % of control where 0% means no effect; nearly all actives have a fitted effect of over 65% in size
#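 Fluorescence increase (Ex 488/Em 500-530) after overnight compound treatment at 37 deg C flags inhibition of Vif-driven A3F-eYFP loss in stable HeLa A3F-eYFP/Vif cells seeded overnight beforehand.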
# RGS4 inhibitor = human RGS4 inhibition; hit rate 0.039% among 390,000; P49798; Potency, µM (top dose mostly 114 µM), inactives show at the top dose activity change, negative = inhibition, most hits filed as inhibitors; Transcreener GDP fluorescence polarization, RGS4-accelerated GTP hydrolysis; also: potency is read from the fitted curve at half-maximal effect; % is scaled to controls: 0 for no effect and ±100 for the full control effect; nearly all actives have a fitted effect of over 75% in size; some results filed as inactive show a strong effect at the top dose
#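 MLSMR compounds (23 nl, pin-transferred) preincubated 10 min at room temperature with a 500nM (2x) first reagent, then RGS4 at 900nM (2x) plus Transcreener GDP mix added; fluorescence polarization (620/688 nm) read before and after 90 min at 30 °C.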
# An asterisk follows results filed as active; ? = inconclusive; · = no result given; [ ] = another dose, or the depositor's remark. Unless noted, calls follow the shape of the dose curve; as a rule, active = well fitted curve in the direction sought with a large enough effect; inconclusive = small, poorly fitted or top-dose-only effect, or another doubt; inactive = no such curve, though single readings can be large; an effect the other way counts as inactive or inconclusive. Some of the compounds tested, so the mix of outcomes need not match the whole.
1	Cc1ccc(-c2cc(C(=O)NN3CCOCC3)c3cc(Br)ccc3n2)o1
2	Cn1c(SCC(=O)NC2(C#N)CCCCC2)nnc1-c1cccnc1
3	O=C1Nc2ccc(Br)cc2C12NNc1ccccc1O2 (stereo not drawn)
4	O=S(=O)(NCc1cccnc1)c1cccn1-c1ncc(C(F)(F)F)cc1Cl
5	Cc1ccc(N(CC(=O)N2CCCCCC2)S(C)(=O)=O)cc1Cl
6	CC(NC(=O)CNC(=O)C(Cc1ccccc1)NC(=O)OCc1ccccc1)C(N)=O (stereo not drawn)
7	COc1ccc(-c2nc(CS(=O)CC(=O)NC3CCCCC3C)c(C)o2)cc1OC (stereo not drawn)
8	COc1cc2c(cc1OC)C(C)N(C(=O)c1cc3ccccc3o1)CC2 (stereo not drawn)
9	COc1cccc(-c2sc3ccccc3c2-c2ccc(OCCN3CCCCC3)cc2)c1
10	C/C(=N/Oc1nc(C)cc(C)n1)c1ccc(Br)cc1

entry no.	1	2	3	4	5	6	7	8	9	10
GRP78 ERSR act	-5%	-5%	-11%	-1%	-1%	-2%	-4%	-6%	-4%	1%
mIDH1 inhibitor	2%	-10%	-8%	8%	2%	-4%	-10%	19%	5%	9%
USP1 inh	-1%	2%	-23%	-25%	-15%	1%	-15%	-6%	-29%	-19%
LDHA block	-9	-7	1	-4	-3	-14	-4	-1	-3	-6
TrxR1 substrate	18%[57.1 µM]	0%	-14%	-6%	5%	0%	-5%	-2%	11%	1%
rTrxR1 inhibitor	-25%	8%	0%	-16%	7%	23%	10%	6%	29%	20%[57.1 µM]
Vif-A3G inh	1%	-1%	?	-8%	1%	1%	2%	-3%	-5%	1%
Vif-APOBEC3F blk	9%	3%	?	8%	2%	-1%	0%	1%	-6%	4%
RGS4 inhibitor	10%	-11%	-9%	6%	-5%	26%	8%	-1%	-41%	-8%

# Entries by screen from above:
# Entries 1–10 in Vif-A3G inh, in turn: 1%, -1%, ?, -8%, 1%, 1%, 2%, -3%, -5%, 1%
# Entries 1–10 in TrxR1 substrate, in turn: 18%[57.1 µM], 0%, -14%, -6%, 5%, 0%, -5%, -2%, 11%, 1%

# The results go on.
11	COc1ccc(C)cc1C1=CC(=O)C[C@H](c2ccc(F)cc2)C1
12	COc1ccc(C2CC(c3cccs3)=NN2C(=O)COC(=O)c2cncc(Br)c2)cc1OC (stereo not drawn)
13	O=c1c(C/C=C/c2ccccc2)c(O)ccn1Cc1cccc(Cl)c1
14	CCc1ccccc1-n1c(SCC(=O)c2c(N)n(C3CC3)c(=O)[nH]c2=O)nnc1N1CCOCC1
15	CCOC(=O)c1ccc(NC(=O)CCc2nc(-c3cccc(C)c3)no2)cc1
16	Cc1ccc(OCC(=O)NC(=S)Nc2ccc3c4c(cccc24)CC3)cc1
17	Cc1nn(-c2ncc(C(F)(F)F)cc2Cl)c(=O)n1-c1ccccc1F
18	CC(C)(C)n1ncc2c(=O)n(Cc3ccc(C(F)(F)F)cc3)cnc21
19	O=C(NCCn1cc(SCc2ccc(Br)cc2)c2ccccc21)c1cccs1
20	O=C(COc1ccc(Cl)cc1Cl)Nc1ccc(C(=O)OC2CCCCC2)cc1

entry no.	11	12	13	14	15	16	17	18	19	20
GRP78 ERSR act	-3%	-6%	-3%	-6%	-4%	-6%	-4%	-8%	-2%	·
mIDH1 inhibitor	16%	-7%	2%	0%	3%	3%	3%	·	14%	·
USP1 inh	15%	-2%	-1%	-3%	-22%	?	-2%	·	-24%	-17%
LDHA block	1	-4	-17	-1	6	-7	-4	·	3	0
TrxR1 substrate	17%[57.1 µM]	4%[57.1 µM]	-9%	-19%	-3%	5%[57.1 µM]	-5%[57.1 µM]	-7%	1%	-5%
rTrxR1 inhibitor	37%[activator][57.1 µM]	20%[57.1 µM]	-1%	-20%	2%	10%[57.1 µM]	21%[57.1 µM]	-18%	5%	-8%
Vif-A3G inh	-8%	0%	1%	1%	1%	-2%	1%	1%	-3%	·
Vif-APOBEC3F blk	-1%	4%	2%	?	5%	0%	4%	·	0%	·
RGS4 inhibitor	12%	2%	17%	-19%	-9%	-9%	-19%	·	-19%	2%

21	COc1ccc(O)c(/C=N/n2c(-c3ccco3)csc2=Nc2cccnc2)c1
22	CCN(CC)C(=S)Oc1ccc(Cl)cc1Cl
23	CSCC[C@H](NC(=O)OC(C)(C)C)c1nnc(SCC(=O)N(C)C)o1
24	c1ccc(C2(c3ccccc3)OCC(Cn3cncn3)O2)cc1 (stereo not drawn)
25	CN(C(=O)COC(=O)c1ccc2[nH]c3c(c2c1)CCCC3)C1CCS(=O)(=O)C1 (stereo not drawn)
26	CCn1cc(C(=O)N(CCC(C)C)c2c(N)n(Cc3ccccc3)c(=O)[nH]c2=O)c(=O)c2ccc(C)nc21
27	Cc1coc2c1c(C)cc1oc(=O)c(CC(=O)N[C@@H](CC(C)C)C(=O)O)c(C)c12
28	Cc1cccc(Cc2ncc(C(F)(F)F)cc2Cl)c1
29	Cc1nnc2c3ccccc3ccn12
30	S=c1[nH]nc(-c2ccccn2)n1/N=C/c1cccc2ccccc12

entry no.	21	22	23	24	25	26	27	28	29	30
GRP78 ERSR act	1%	-5%	-1%	-4%	0%	-2%	4%	-7%	-1%	-2%
mIDH1 inhibitor	2%	8%	3%	1%	11%	-12%	0%	7%	1%	4%
USP1 inh	-2%	-29%	-23%	-14%	-26%	-15%	-7%	0%	-7%	-14%
LDHA block	-7	-2	-3	-2	3	-1	5	-11	-20	-10
TrxR1 substrate	-4%	-2%	13%[57.1 µM]	-7%	0%	-5%	94%[activator]	-2%	3%	3%[57.1 µM]
rTrxR1 inhibitor	-7%	7%	15%	2%[57.1 µM]	3%	4%	-30%	13%	8%	-32%[57.1 µM]
Vif-A3G inh	2%	-10%	0%	0%	3%	3%	0%	1%	-1%	1%
Vif-APOBEC3F blk	-11%	-19%	-6%	-8%	3%	10%	0%	4%	10%	0%
RGS4 inhibitor	-20%	16%	-14%	-21%[11.4 µM]	-5%[11.4 µM]	10%	12%	9%	-21%	-30%

# Ordered by value in LDHA block (ascending): some entries from above.
no.	Compound	LDHA block
28	Cc1cccc(Cc2ncc(C(F)(F)F)cc2Cl)c1	-11
21	COc1ccc(O)c(/C=N/n2c(-c3ccco3)csc2=Nc2cccnc2)c1	-7
4	O=S(=O)(NCc1cccnc1)c1cccn1-c1ncc(C(F)(F)F)cc1Cl	-4
8	COc1cc2c(cc1OC)C(C)N(C(=O)c1cc3ccccc3o1)CC2 (stereo not drawn)	-1

# (next part)
31	COc1cccc(/C=C/C(=O)Nc2ccc3[nH]c(=O)[nH]c3c2)c1
32	COC(=O)c1ccccc1NC(=O)c1cnn2c1NC(=C1CC1)C=C2C(F)F
33	CC(C)Oc1ccc(CC2CC(=O)NC2=O)cc1 (stereo not drawn)
34	CCCCOC(=O)Nc1ccc2c(C)cc(=O)oc2c1
35	Clc1ccc(Cc2nnc(-c3ccccc3Br)o2)cc1
36	CN1CCN(c2ccc(NC(=O)COc3ccccc3[N+](=O)[O-])cc2)CC1
37	O=C(N/C(=C/C=C\c1ccccc1)C(=O)N1CCOCC1)c1ccc(Br)cc1
38	COc1cccc(C(=O)/C=C/Nc2ccc(S(=O)(=O)Nc3nc(C)cc(C)n3)cc2)c1
39	N#Cc1c(C(F)(F)F)cc(-c2ccccc2)nc1SCC(=O)N1CCOCC1
40	COC(CNC(=S)Nc1ccc([N+](=O)[O-])cc1)OC

entry no.	31	32	33	34	35	36	37	38	39	40
GRP78 ERSR act	-1%	-1%	-3%	-12%	0%	-2%	0%	-1%	-4%	7%
mIDH1 inhibitor	-4%	·	2%	6%	-6%	1%	9%	5%	6%	2%
USP1 inh	-9%	·	-8%	-4%	-8%	-4%	-21%	-15%	-5%	-1%
LDHA block	-3	-1	-4	2	-2	-3	0	-4	0	2
TrxR1 substrate	3%	49%[activator]	-2%[57.1 µM]	134%[activator]	-1%	3%	-7%	-7%	2%	-13%
rTrxR1 inhibitor	27%	?	6%[57.1 µM]	3%	14%	13%[57.1 µM]	-9%	-20%	14%	?
Vif-A3G inh	-5%	0%	2%	0%	-5%	1%	-7%	-11%	0%	-5%
Vif-APOBEC3F blk	-9%	·	4%	1%	-2%	5%	-1%	-6%	-6%	-2%
RGS4 inhibitor	-12%	·	14%[11.4 µM]	-23%	6%	6%	-14%	4%	30%	-9%
